# PI5P4Ka inh: qHTS for Inhibitors of phosphatidylinositol 5-phosphate 4-kinase (PI5P4K); Phosphatidylinositol 5-phosphate 4-kinase type-2 alpha (Homo sapiens), P48426; PI5P4Kalpha enzyme, ADP-Glo luminescence, 60 min; hits give low values; max response, %; 330,000 compounds, 1.2% hits; active = max response of -50% or lower; inconclusive = between -30% and -50%; inactive = -30% or higher; also: value at the top dose of about 77 µM; % is scaled to controls: 0 for no effect and ±100 for the full control effect
#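 Human PI5P4Kalpha with substrate in 0.038 M HEPES pH 7.4, 0.28 mM EGTA, 0.1% CHAPS, 5% DMSO; reaction started with 5 microM ATP (final), 60 min at room temperature. ADP formed read by ADP-Glo luminescence.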
# PLK1 PBD block: qHTS for Inhibitors of PLK1-PDB (polo-like kinase 1 - polo-box domain): Primary Screen; Potency, µM, without a hit: max response, negative = inhibition, actives largely listed as inhibitors; Serine/threonine-protein kinase PLK1 (Homo sapiens), P53350; 360,000 compounds, 2.8% hits; Plk1 PBD binding of FITC phosphopeptide, fluorescence polarization; AID 720504, 2013; also: potency is read from the fitted curve at half-maximal effect; series mostly up to about 57 µM; % is scaled to controls: 0 for no effect and ±100 for the full control effect; nearly all actives have a fitted effect of over 65% in size
# GLP1R ag: qHTS of GLP-1 Receptor Agonists. HEK293 GLP-1R CRE-luciferase, luminescence, 4-6 h; cells express a hypersensitive GLP-1R form. Glucagon-like peptide 1 receptor (Homo sapiens), P43220. Potency, µM (series often up to 45.6 µM), for inactives: at the highest dose activation, hits mostly activators. 380,000 compounds, 0.007% hits; also: potency is read from the fitted curve at half-maximal effect; % of control where 0% means no effect
# IL2 activator: qHTS of IL-2 Activators; AID 652025, 2013; 360,000 compounds, 0.065% hits; IL-2 activation reporter assay, cell-based qHTS; stimulated with anti-CD3/CD4/CD28 beads; in transgenic mouse T cells; activation, % (series mostly up to about 46 µM); in the data active = activation above about 50%; inconclusive = mostly about 30% to 49%; also: 0% is about no effect
#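 Unstimulated transgenic mouse T cells preincubated 60 min with compound, then stimulated with anti-CD3/anti-CD4-coated beads plus anti-CD28 for 18 h at 37 degrees C. IL-2 response read as EGFP and DsRed fluorescence by plate cytometry.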
# GLP-1R inv ag: qHTS of GLP-1 Receptor Inverse Agonists (Inhibition Mode). HEK293 GLP-1R CRE-luciferase, luminescence, 24 h; GLP-1R form is constitutively active. 410,000 compounds, 1.6% hits. Glucagon-like peptide 1 receptor (Homo sapiens), P43220. AID 624417, 2012. Potency, µM (highest dose often 38.3 µM), inactives show at the highest dose activity change, negative = inhibition, actives largely listed as inhibitors; also: potency is read from the fitted curve at half-maximal effect; % is scaled to controls: 0 for no effect and ±100 for the full control effect; nearly all actives have a fitted effect of over 55% in size
#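 Cells are plated, allowed 12 hours at 37 deg C, then treated with compounds for 24 hr before luciferase detection reagent is added and luminescence is read after 12 min at room temperature. The HEK293 line carries constitutively active GLP-1R with a cAMP-responsive reporter.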
# D3 antag: qHTS of D3 Dopamine Receptor Antagonist: qHTS | D(3) dopamine receptor (Homo sapiens), P35462 | D3R cells, DiscoveRx beta-arrestin luminescence, antagonist mode; hits give low values | max response, negative = inhibition, % | 360,000 compounds, 2.5% hits; in the data active = max response below about -50%; inconclusive = no clear call, values can overlap the other calls; also: % is scaled to controls: 0 for no effect and ±100 for the full control effect; mostly tested at two doses, the higher about 12 µM
#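 Cells plated overnight at 1500 cells/well, then exposed to library compounds with dopamine controls for 90 minutes at 37 degrees C. DiscoveRx reagent added for 30–60 minutes at room temperature; luminescence read, quantitative HTS format.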
# HEK293 tox: qHTS of GLP-1 Receptor Inverse Agonists: Cytotox Screen | HEK293 cAMP-luciferase reporter cells, luminescence, 24 h | Potency, µM (doses to about 38.3 µM), inactives show top-dose activity change, negative = inhibition, hits mostly inhibitors | 410,000 compounds, 0.13% hits;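 also: loss of luciferase light is scored as toxicity; potency is read from the fitted curve at half-maximal effect; % is scaled to controls: 0 for no effect and ±100 for the full control effect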
#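 1536-well qHTS counterscreen of the MLSMR; 200 cells/uL, 12 h pre-incubation, 23 nL cpd, 24 h at 37 deg C 5% CO2, luciferase detection reagent, 12 min RT, luminescence. Inhibition = undesired.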
# DRD3 agonist: qHTS of D3 Dopamine Receptor Agonist: qHTS | D(3) dopamine receptor (Homo sapiens), P35462 | D3R DiscoveRx beta-arrestin cells, luminescence, 90 min | max activation, % | 410,000 compounds, 0.58% hits | AID 652048, 2013; in the data active = max activation above about 30%; also: 0% is about no effect; mostly tested at two doses, the higher about 12 µM
#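 Agonist-mode cell screen: cells plated at 1500/well and incubated overnight at 37 °C, then exposed to library compounds for 90 min at 37 °C. Detection reagent was added for 30–60 min at room temperature, and luminescence was read.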
# WRN inhibitor: qHTS for Inhibitors of WRN Helicase; Bifunctional 3'-5' exonuclease/ATP-dependent helicase WRN (Homo sapiens), Q14191; WRN helicase unwinding, fluorescent forked duplex, kinetic; Potency, µM (titrated, usually from 114 µM), without a hit: top-dose activity change, negative = inhibition, hits mostly inhibitors; 360,000 compounds, 0.46% hits; AID 651768, 2012; also: potency is read from the fitted curve at half-maximal effect; % is scaled to controls: 0 for no effect and ±100 for the full control effect; nearly all actives have a fitted effect of over 55% in size
# Target sequence (Q14191 whole entry, looked up): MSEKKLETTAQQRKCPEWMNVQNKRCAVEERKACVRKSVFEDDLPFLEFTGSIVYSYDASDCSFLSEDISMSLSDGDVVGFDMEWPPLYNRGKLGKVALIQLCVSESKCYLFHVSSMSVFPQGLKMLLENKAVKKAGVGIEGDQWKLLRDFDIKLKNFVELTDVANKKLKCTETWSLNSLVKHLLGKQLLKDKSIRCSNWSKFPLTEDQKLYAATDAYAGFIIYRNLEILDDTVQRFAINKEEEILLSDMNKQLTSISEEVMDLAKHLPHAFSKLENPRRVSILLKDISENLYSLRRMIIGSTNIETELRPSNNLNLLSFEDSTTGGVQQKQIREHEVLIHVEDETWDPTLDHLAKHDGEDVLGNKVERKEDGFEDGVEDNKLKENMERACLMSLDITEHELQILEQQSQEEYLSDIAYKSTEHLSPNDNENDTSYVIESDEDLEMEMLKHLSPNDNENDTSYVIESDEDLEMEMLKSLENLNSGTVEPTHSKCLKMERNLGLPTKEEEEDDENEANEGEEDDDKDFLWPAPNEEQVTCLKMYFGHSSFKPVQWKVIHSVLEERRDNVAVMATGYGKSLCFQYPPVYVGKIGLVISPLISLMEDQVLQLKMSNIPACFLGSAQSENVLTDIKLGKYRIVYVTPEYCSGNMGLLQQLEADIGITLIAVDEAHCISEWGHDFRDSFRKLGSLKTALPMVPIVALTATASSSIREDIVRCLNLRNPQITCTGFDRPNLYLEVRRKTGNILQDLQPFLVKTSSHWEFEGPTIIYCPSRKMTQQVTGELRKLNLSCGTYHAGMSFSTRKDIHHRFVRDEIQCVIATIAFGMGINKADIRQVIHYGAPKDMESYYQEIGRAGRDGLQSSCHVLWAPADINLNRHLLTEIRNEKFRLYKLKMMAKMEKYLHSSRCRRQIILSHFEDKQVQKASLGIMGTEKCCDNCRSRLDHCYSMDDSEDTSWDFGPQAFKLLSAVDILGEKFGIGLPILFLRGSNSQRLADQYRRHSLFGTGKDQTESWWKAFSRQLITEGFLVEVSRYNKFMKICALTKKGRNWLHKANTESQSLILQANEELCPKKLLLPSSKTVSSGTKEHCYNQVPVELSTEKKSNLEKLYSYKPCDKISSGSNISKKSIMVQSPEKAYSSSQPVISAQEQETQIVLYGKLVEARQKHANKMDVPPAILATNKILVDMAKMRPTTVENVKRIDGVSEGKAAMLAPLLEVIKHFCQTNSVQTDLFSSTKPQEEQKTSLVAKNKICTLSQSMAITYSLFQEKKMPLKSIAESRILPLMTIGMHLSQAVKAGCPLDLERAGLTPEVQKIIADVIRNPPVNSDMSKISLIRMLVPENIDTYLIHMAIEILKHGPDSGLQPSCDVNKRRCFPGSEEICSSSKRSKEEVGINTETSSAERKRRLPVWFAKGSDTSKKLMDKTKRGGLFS
#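 WRN at 20 nM final preincubated with compound 15 min at room temperature; reaction started with 100 nM fluorophore/quencher forked duplex oligonucleotide and 2 mM ATP final. Unwinding followed kinetically by red fluorescence (ex 525, em 598 nm).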
# Numbers without * were called inactive; ? = inconclusive; · = not tested or not shown; [ ] = remark or other dose. Unless noted, calls follow the shape of the dose curve; as a rule, active = well fitted curve in the direction sought with a large enough effect; inconclusive = small, poorly fitted or top-dose-only effect, or another doubt; inactive = no such curve, though single readings can be large; an effect the other way counts as inactive or inconclusive. No enrichment for hits. About 7.8% of those tested had a hit in this group.
SMILES,PI5P4Ka inh,PLK1 PBD block,GLP1R ag,IL2 activator,GLP-1R inv ag,D3 antag,HEK293 tox,DRD3 agonist,WRN inhibitor
CCN(CC)c1nc2cc(OC)ccc2cc1C#N,6,-7%,12%,-0.7,-20%,32,3%,-1,-6%
CCCCNC(=O)c1cc2c(-c3ccc(Cl)cc3)nn(C)c2s1,-2,-1%,5%,-2.4,-1%,37,2%,-3,0%
CN1CCN(C(=O)c2cc(S(=O)(=O)Nc3ccccc3F)c(Cl)cc2Cl)CC1,-12,-20%,-1%,-0.6,-1%,-19,9%,-9,-12%
O=C(NCCc1nnc2ccc(NCC3CCCO3)nn12)c1ccccc1 (stereo not given),8,1%,3%,-0.3,-5%,6,-10%,1,-9%
Cc1nc(-c2ccncc2)sc1C(=O)Nc1ccc(Br)cc1,5,-6%,16%,0.5,7%,11,-1%,3,-4%
CCN(CC)c1ccc(NC(=O)CSc2nnc3nc(C)cc(C)n23)cc1,2,17µM*,0%,-2.5,9%,4,6%,4,4%
Cc1ccc(CNS(=O)(=O)c2ccc(-n3cccn3)cc2)cc1,-12,-12%,15%,-0.1,-1%,-4,-1%,1,3%
O=C(O)c1ccc2[nH]c3c(c2c1)CCCC3,-14,-7%,-1%,-2.6,5%,0,10%,-10,7%
CN(C)/C=N/c1sc2c(c1C#N)CC(C)(C)NC2(C)C,·,3%,-3%,0.2,0%,43,-27%,-3,-7%
CCCCOCCCNC(=O)c1ccc([N+](=O)[O-])c(C)c1,6,-12%,-2%,0.0,-14%,0,-8%,-9,-24%
COc1ccc(C2NS(=O)(=O)OCC2C)cc1 (stereo not given),-3,-5%,4%,-0.6,8%,-6,-16%,-18,-1%
CCOC(=O)C1=NN(c2ccccc2)C(=O)/C1=C\c1ccc(N(C)C)cc1,1,1.9µM*,1%,-2.3,-16%,?,9%,-3,-5%
COc1ccc(C(=O)NCCOc2ccccc2Cl)c(OC)c1OC,-1,9%,15%,-0.4,16%,3,0%,2,-5%
CCOC(=O)c1cc(-c2ccc(C)cc2)n(CCC(=O)NCCCOC)c1C,0,1%,-2%,-0.1,?,-1,-6%,-1,-8%
CC(C)Cc1cc(C(=O)Nc2c(F)cc(F)cc2Br)no1,3,6%,6%,-0.4,?,3,-21%,-4,-2%
N#Cc1nc(-c2ccccc2Cl)oc1N1CCCCC1,15,-8%,?,-0.1,?,0,1%,-19,-13%
C=CCNCc1ccccc1[N+](=O)[O-],2,-4%,0%,0.0,12%,20,0%,6,0%
CC(C)n1cc(/C=C2/NC(=O)N(c3cccc(Cl)c3)C2=O)c2ccccc21,-1,-5%,-6%,3.1,-4%,6,-21%,-6,2%
c1ccc(-c2nn[nH]n2)cc1,2,-2%,-1%,-1.4,7%,-2,11%,-5,-4%
O=C(O)c1ccc(/C=N/Nc2ccc(C(F)(F)F)cn2)cc1,-12,-7%,5%,0.5,8%,1,1%,14,-6%
COc1ccc(CSc2nc(C)cc(C)c2S(C)(=O)=O)cc1,4,-4%,23%,-3.0,7%,7,3%,5,-2%
CCc1ccccc1N(CC(=O)O)S(C)(=O)=O,-1,?,-8%,-0.2,3%,1,-11%,3,6%
Cc1ccc(-n2c(C)cc(/C=N\NC(=O)CC(=O)NC(C)C)c2C)cc1,1,-18%,0%,1.5,25%,-13,61%,-7,-22%
COC(=O)c1ccccc1S(=O)(=O)N1CCC(C(=O)OC(C)C(=O)NC(N)=O)CC1 (stereo not given),5,-9%,-2%,-0.1,14%,-3,3%,1,6%
COc1ccc(NC(=O)C2Cc3c(-c4ccc5c(c4)OCO5)ccnc3O2)cc1OC (stereo not given),?,0%,13%,-0.6,-24%,18,-15%,1,-2%
CC(NC(=O)C12CC3CC(C)(CC(C)(C3)C1)C2)c1ccncc1 (stereo not given),-3,-8%,-2%,1.0,-3%,-15,4%,2,-21%
CCCn1c(N2CCC(Cc3ccccc3)CC2)nc2c1c(=O)[nH]c(=O)n2C,-1,-6%,6%,1.2,-29%,21,-17%,8,-28%
CCN(CC)c1ccc(NC(=O)CSc2nc(-c3cccs3)cc(C(F)(F)F)n2)cc1,·,·,-3%,·,3%,·,3%,1,·
COc1ccc(CCn2nnnc2C(C(C)C)N2CCC(C(N)=O)CC2)cc1OC (stereo not given),-2,-11%,-14%,-0.6,14%,?,62%[activator],0,5%
CCCN1CCC(NC(=O)Nc2ccc(Br)cc2)CC1,-2,-4%,6%,1.5,5%,-12,-2%,-4,0%
CN1CCN(c2ccncc2S(=O)(=O)N2CCCC2)CC1,0,?,-3%,2.1,14%,23,-8%,-2,-6%
Cc1ccc(NC(=O)CCc2c(C)nc3cc(-c4ccccc4)nn3c2C)cc1F,·,·,1%,·,6%,·,-3%,1,·
Cc1nnc(Sc2cc(NCCCO)c([N+](=O)[O-])c3nonc23)s1,-78*,5.3µM*,0%,-4.4,?,-97*,?,-25,22µM*
Cc1nc2nc(C)c(NS(=O)(=O)c3ccc(C(C)(C)C)cc3)c(=O)n2[nH]1,-1,-9%,-2%,0.6,15%,0,10%,-7,-13%[57.1 µM]
Cc1oc2ccc(O)cc2c1C(=O)c1ccc([N+](=O)[O-])cc1,-8,-5%,2%,-0.1,?,0,-11%[1.53 µM],3,-33%[57.1 µM]
O=C(NCC(=O)N1CCCC1)c1ccc(Br)o1,-4,-3%,-3%,-0.9,7%,5,4%,10,-16%
C=CC[C@@H](CC(=O)N(CCO)Cc1ccccc1)C(=O)N[C@H](COC(=O)[C@@H](CC=C)CC(=O)OC(C)(C)C)c1ccccc1,8,-14%,-2%,-0.2,?,-13,-8%,2,-5%
Cc1ccc(C(=O)NC2CCC(C)CC2)o1 (stereo not given),0,-11%,11%,0.5,-2%,-15,0%,-4,4%
O=C1CC(=O)N(Cc2ccco2)C(=O)N1,·,6.7µM*,-8%,2.0,9%,30,7%,-1,25µM*
COc1cccc(CNC(=O)c2cccc(S(=O)(=O)N3CCN(c4ccc(F)cc4)CC3)c2)c1,2,1%,-13%,-0.5,?,25,-2%,0,-8%
Cc1cc2nnc(SC3CCCCN(C(=O)c4ccc(F)cc4)C3=O)n2c2ccccc12 (stereo not given),-7,-11%,-5%,-2.7,3%,7,-7%,4,9%
CCn1c(=O)n(-c2cccc(Cl)c2)c(=O)c2sc3ccccc3c21,·,·,-2%,·,7%,·,-7%,8,·
CCN(CC)C(=O)C1=C(C)N(CCC2=CCCCC2)C(=O)C(CC(=O)NCCCN(C)C)C1 (stereo not given),-3,1%,6%,-0.2,1%,4,0%,-5,0%
CC(C)(C)OC(=O)NCCc1nnc(SCc2ccc(Cl)cc2Cl)o1,11,-1%,20%,-5.3,?,30,-8%,-3,-13%
O=C(CNCC1CCCO1)Nc1ccccc1N1CCCCCC1 (stereo not given),-3,?,?,-0.6,?,-62*,-8%,0,-3%
CNc1nc(-c2ccccc2)cc(C(F)(F)F)c1C#N,2,-3%,11%,-0.5,-2%,10,10%,5,-1%
COc1ccc(-c2ccc3c(c2)[C@@H]2C[C@H](N(C)C(=O)C(C)(C)C)[C@H]([C@H](C)O)C(=O)N2CC3)cc1,4,-10%,7%,-0.6,8%,8,7%,-19,-10%
COc1ccc(C)cc1NS(=O)(=O)c1cc(C)ccc1C,·,-6%,3%,-3.0,-6%,9,1%,-1,12%
NC(=O)NC(=O)CSc1nnc(-c2ccco2)n1Cc1ccccc1,-2,-10%,1%,-2.2,7%,6,-3%,-3,-7%[57.1 µM]
O=C(Nc1ccccc1)Nc1ccccn1,·,-2%,-13%,-3.4,0%,30,1%,5,8%
Cc1noc(C)c1COC(=O)CCc1nc2ccccc2s1,3,?,7%,-1.0,4%,4,-7%,-1,10%
CCOC(=O)C1(C)CCCCCN1C(=O)c1ccccc1F (stereo not given),-5,-10%,0%,0.5,5%,-17,4%,-8,-4%
CCCCN(CCCC)C(=O)c1cc2ccccc2c(=O)o1,-6,-12%,5%,-4.7,-23%,12,-25%,1,-17%
CCN1CCN(S(=O)(=O)c2cc(OC)ccc2OC)CC1,·,-8%,-11%,-2.8,1%,8,16%,-4,6%
Cc1cc2c(cc1S(=O)(=O)NCc1ccccc1)n(C)c(=O)c(=O)n2C,-6,-8%,-5%,-1.5,10%,0,11%,-7,1%
Cc1c(C(=O)N2CCCCC2)c(S(=O)(=O)NCc2ccc(F)cc2)c(C)n1C,-7,-5%,-1%,-0.9,10%,-9,-3%,-10,5%
COC(=O)[C@H](CC(C)C)NC(=O)/C=C/[C@H]1O[C@@H](n2cc(C)c(=O)[nH]c2=O)C[C@@H]1O,0,-3%,8%,-0.3,31%,25,-1%,1,-12%
C/C(=N\OC(=O)Nc1ccc(Cl)cc1)c1ncc(C(F)(F)F)cc1N1CCOCC1,0,?,1%,0.2,?,-17,-19%,-1,-3%
CC(C)Oc1ccc(C(=O)Nc2ccc(C(F)(F)F)n(C)c2=O)cc1,2,-10%,10%,-1.6,15%,1,-11%,7,0%
CC(C)CC(=O)Nc1ccccc1-c1nnn(CC(=O)N2CCc3ccccc3C2)n1,-2,-1%,0%,-1.3,?,20,-13%,0,1%

# Screening data: PubChem, National Center for Advancing Translational Sciences (NCATS)
